Growth percent in the NCI-60 one-dose screen (48 h, 10 µM unless noted): 100 = growth as untreated, 0 = no growth, -100 = all killed.
SK-MEL-2: SK-MEL-2 melanoma; 77,000 compounds, 4.7% hits
UACC-62: UACC-62 melanoma | AID 1794756 | 81,000 compounds, 5.4% hits
MDA-MB-435: MDA-MB-435 melanoma | 82,000 compounds, 7.8% hits | AID 1794794
LOX IMVI: LOX IMVI melanoma; 79,000 compounds, 7.4% hits
MALME-3M: MALME-3M melanoma; 78,000 compounds, 5.8% hits; AID 1794766
UACC-257: UACC-257 melanoma; 78,000 compounds, 4.4% hits; AID 1794764
SK-MEL-5: SK-MEL-5 melanoma | 80,000 compounds, 6.4% hits | AID 1794755
SK-MEL-28: SK-MEL-28 melanoma; AID 1794761; 81,000 compounds, 4.1% hits
* hit, by the source's call; / = not tested or not shown. The calls were made as follows: active = growth percent below 10; inactive = the rest.

SMILES | SK-MEL-2 | UACC-62 | MDA-MB-435 | LOX IMVI | MALME-3M | UACC-257 | SK-MEL-5 | SK-MEL-28
O=[N+]([O-])C1=C(c2ccccc2)SC=C(c2ccccc2)S1 | 88 | 54 | 75 | 4.6* | 55 | 51 | 87 | 88
C/C(=N\NC(=S)Nc1ccc(F)cc1)c1ccccc1 | 105 | 85 | 109 | 97 | 109 | 103 | 97 | 131
O=C(c1ccccc1)N1CCOC(O)(c2ccccc2)C1c1ccccc1 (configuration not stated) | 97 | 83 | 105 | 100 | 88 | 105 | 100 | 105
C#CCOCC1CN(C)C(=O)O1 (configuration not stated) | 116 | 112 | 101 | 105 | 110 | 104 | 114 | 110
O=c1[nH]c2ccccc2cc1-c1nc2ccccc2[nH]1 | 47 | 67 | 86 | 64 | 94 | 108 | 77 | 98
CC1C(O)CC2CC3OC3(C)CCC3OC3(C)CCC1C2(C)C (configuration not stated) | 127 | 98 | 100 | 108 | 120 | 110 | 109 | 116
COc1ccc(C(Cn2ccnc2)Sc2ccc(Cl)c(Cl)c2)cc1 (configuration not stated) | 104 | 78 | 84 | 84 | 96 | 92 | 66 | 85
Cn1cc(-c2nn3cc(-c4ccccc4)nc3s2)c2cc(Br)ccc21 | 100 | 84 | 101 | 96 | 106 | 108 | 88 | 107
CCCCOC(=O)c1cc(O)c(O)c(O)c1 | 75 | 62 | 75 | 74 | 122 | 96 | 94 | 91
C=CCc1ccccc1OCC(O)CNC(C)C (configuration not stated) | / | 85 | 98 | 95 | 136 | 96 | 98 | 110
O=C(c1ccccc1)C(Br)C(Br)C(=O)c1ccccc1 (configuration not stated) | 119 | 103 | 97 | 92 | 115 | / | 99 | 106
Cc1ccccc1C(=O)Oc1ccc(Br)cc1 | 103 | / | 106 | 103 | 106 | / | 106 | 110
CCOC(=O)c1cnc2ccccn2c1=O | 89 | 97 | 107 | 105 | 95 | 83 | 103 | 101
OCc1nc2nc(Cl)c(Cl)nc2[nH]1 | 98 | 87 | 103 | 98 | 118 | 89 | 105 | 116
COc1ccc(-c2nn(-c3ccccc3)cc2/C=C2/CCc3ccccc3C2=O)cc1 | 99 | 81 | 98 | 92 | 105 | 102 | 101 | 103
COc1cc(OC)cc(-c2ccc(C(=N)N)nc2)c1 | 106 | 98 | 100 | / | 95 | 101 | 96 | 101
COc1ccc(C2C=C(C)N=C3SC=NN32)cc1OC (configuration not stated) | 71 | 96 | 99 | 102 | / | 103 | 101 | 104
COc1ccc2[nH]c(O)c(/C=c3/ccc4c(c3)N=C(c3ccc(C(F)(F)F)cc3)N=4)c2c1 | 104 | 86 | 77 | 58 | 100 | 95 | 79 | 84
C=CC(=O)N[C@@H](/C=C/C(=O)O)Cc1ccc(-c2cc(Cl)cc(Cl)c2)cc1 | 92 | 67 | 95 | 90 | 87 | 83 | 72 | 99
COc1ccc(-c2[nH]ncc2Nc2cc(OC)c(OC)c(OC)c2)cc1 | 66 | 27 | -12* | 46 | 44 | 67 | -11* | 67
O=C(O)/C=C/C(=O)NCc1ccccc1 | / | 118 | 101 | 97 | 99 | / | 101 | 105
COc1ccc(OC)c(/C=C/c2nc3ccccc3c(=O)n2-c2ccc(C#Cc3ccc4cc(OC)ccc4c3)cc2C)c1 | 101 | 100 | 117 | 96 | / | 98 | 98 | 116
CSC1=NC(c2ccccc2)C(C(C)=O)=C(C)N1 (configuration not stated) | 106 | 99 | 101 | 97 | 109 | 100 | 103 | 110
Nc1nc2ncc(CNc3ccc(C(=O)N[C@@H](CCC(=O)O)C(=O)O)cc3)nc2c(=O)[nH]1 | 94 | 95 | 106 | 98 | 95 | 102 | 101 | 105
CN1CCN(CCNc2nc(-c3cccc(NS(=O)(=O)c4cccc5c(N(C)C)cccc45)c3)cs2)CC1 | 103 | 66 | 66 | 38 | 44 | 54 | 12 | 40

(cont.)
SMILES | SK-MEL-2 | UACC-62 | MDA-MB-435 | LOX IMVI | MALME-3M | UACC-257 | SK-MEL-5 | SK-MEL-28
O=[N+]([O-])/C(=C/C=C/c1ccccc1)c1ccccc1 | 87 | 70 | 71 | -0.8* | 96 | 77 | 82 | 13
O=c1oc2ccc(Br)cc2c(=O)n1-c1ccc(F)cc1F | -16* | -0.8* | 2.6* | 13 | -23* | -8.2* | / | 20
[O-]/[N+](=C\c1ccc(-n2cc(Cc3cc(Cc4cn(-c5ccc(/C=[N+](/[O-])c6ccccc6)cc5)nn4)c(Cc4cn(-c5ccc(/C=[N+](\[O-])c6ccccc6)cc5)nn4)cc3Cc3cn(-c4ccc(/C=[N+](/[O-])c5ccccc5)cc4)nn3)nn2)cc1)c1ccccc1 | 101 | 99 | 104 | 91 | 115 | 113 | 101 | 107
O=S(=O)(NCCNc1cc(-c2cn(-c3ccccc3)nc2-c2ccccc2)ccn1)c1ccc(Br)cc1 | 96 | 80 | 58 | 67 | 88 | / | 28 | 78
N#CC1=C(c2ccc(Cl)cc2)Nc2c(c(-c3ccc(Cl)cc3)nn2-c2ccccc2)C12C(=O)Nc1ccc(Cl)cc12 (configuration not stated) | 75 | 55 | 55 | 41 | 77 | 63 | 79 | 80
Cc1cc(-c2ccccc2)[nH]c1-c1nccc2ccccc12 | 83 | 69 | 34 | 78 | / | 76 | 54 | 86
NC(=O)c1cc(Br)cc(Br)c1O | 80 | 106 | 107 | 95 | 86 | 77 | 102 | 111
C=C(C)[C@@H]1C/C=C(/C=O)CC[C@@H]2O[C@@]2(C)CC/C=C(\C)CC1 | / | 92 | 107 | 93 | / | 141 | 101 | 118
N#Cc1c(NC(=O)c2cccc(Br)c2)sc2c1CCCC2 | 92 | 72 | 11 | 80 | 62 | 83 | 90 | 86
COc1ccc(-c2c(C)nn3c(N)c(C#N)cnc23)cc1OC | 92 | 89 | 99 | 92 | 95 | 89 | 68 | 92
CC(=O)C(=O)Nc1ccc(F)cc1 | 114 | 106 | 106 | 115 | 111 | 106 | / | 115
N#CC1CCN(c2ncnc3c2ncn3Cc2nnc3c4ccccc4c(Cl)nn23)CC1 | 59 | 65 | 91 | 78 | 83 | 80 | 85 | 102
Brc1ccc(/C=C/c2cc(/C=C/c3ccccc3)nc3ccccc23)cc1 | 114 | 97 | 98 | / | 100 | 111 | 96 | 124
CCOC(=O)CSCCC#N | 105 | 99 | 106 | 96 | 106 | 95 | 111 | 97
O=C(Nc1nc2ccc([N+](=O)[O-])cc2s1)Nc1c(Cl)cccc1Cl | 41 | 32 | 104 | 69 | 69 | 59 | 32 | 62
COc1ccccc1/C=C/C=N/NC1=NC2C(S1)N(C)C(=O)N2c1ccccc1 (configuration not stated) | 68 | 33 | -21* | -0.5* | 46 | 80 | -13* | 60
COc1ccc([N+](=O)[O-])c(C)n1 | 119 | 101 | 104 | 96 | 109 | / | 105 | 112
CNCc1ccccc1[N+](=O)[O-] | 111 | 93 | 102 | 93 | 94 | 105 | 100 | 103
CN1c2nc3ccccc3nc2SC1Nc1ccccc1 (configuration not stated) | 98 | 89 | 90 | 98 | 102 | 105 | 91 | 107
COC(=O)[C@H](C(C)C)n1c(=O)c2cc(OC)c(OC)cc2c2cnc3[nH]ccc3c21 | 90 | 22 | 75 | 28 | 85 | 79 | 59 | 62
Cc1ccc(S(=O)(=O)Nc2ccc(C3=NNC(c4cccc(C)c4)C3)cc2)cc1 (configuration not stated) | 100 | 85 | 101 | / | 95 | 101 | 98 | 99
COc1ccc(C2c3sc4ccc(C)cc4c3Oc3nc(N)nc(N)c32)cc1 (configuration not stated) | 96 | 63 | 9.8* | 81 | 85 | 95 | 93 | 93
CCn1c(SCC(=O)Nc2ccc(-c3nc4ccccc4[nH]3)cc2)nc2ccccc2c1=O | -79* | -82* | -95* | -63* | -84* | -85* | -51* | -77*
CN1C(=O)N(C)C2SC(N/N=C/c3ccc(F)cc3)=NC21 (configuration not stated) | 27 | 18 | -29* | 40 | 40 | 68 | 27 | 63
Cc1ccc2c(n1)C(=O)C(Cl)=C(Nc1cc(C(F)(F)F)cc(C(F)(F)F)c1)C2=O | 74 | 80 | 94 | 66 | 48 | 75 | 77 | 89

Two entries from above, field by field.
compound: C=C(C)[C@@H]1C/C=C(/C=O)CC[C@@H]2O[C@@]2(C)CC/C=C(\C)CC1
- SK-MEL-2: /
- UACC-62: 92
- MDA-MB-435: 107
- LOX IMVI: 93
- MALME-3M: /
- UACC-257: 141
- SK-MEL-5: 101
- SK-MEL-28: 118
compound: N#Cc1c(NC(=O)c2cccc(Br)c2)sc2c1CCCC2
- SK-MEL-2: 92
- UACC-62: 72
- MDA-MB-435: 11
- LOX IMVI: 80
- MALME-3M: 62
- UACC-257: 83
- SK-MEL-5: 90
- SK-MEL-28: 86

Taken from above.
Result for COc1ccc([N+](=O)[O-])c(C)n1 under MALME-3M: 109
Result for CCOC(=O)CSCCC#N under UACC-257: 95
Result for CCn1c(SCC(=O)Nc2ccc(-c3nc4ccccc4[nH]3)cc2)nc2ccccc2c1=O under LOX IMVI: -63*

The results go on.
SMILES | SK-MEL-2 | UACC-62 | MDA-MB-435 | LOX IMVI | MALME-3M | UACC-257 | SK-MEL-5 | SK-MEL-28
COc1ccc2c(c1)O/C(=C/c1ccc(OCC(=O)c3ccc([N+](=O)[O-])cc3)cc1)C2=O | 102 | 93 | 100 | 112 | 87 | 105 | 108 | 115
CCCCOc1nc2c(C)cccc2cc1C(c1cn(Cc2ccccc2)c2ccccc12)c1cn(Cc2ccccc2)c2ccccc12 | 107 | 97 | 111 | 108 | 97 | 104 | / | 101
Cc1ccc(-n2cc(/C=N/NC(=O)c3ccncc3)c(-c3ccc(S(C)(=O)=O)cc3)n2)cc1 | 98 | 77 | 24 | 74 | 69 | 97 | 94 | 93
c1ccc2c3c([nH]c2c1)C(c1ccc(C2NCCc4c2[nH]c2ccccc42)cc1)NCC3 (configuration not stated) | -13* | -70* | -92* | -95* | -50* | -42* | -93* | -53*
O=C(NC(=S)Nc1ccccc1Cl)c1ccc(Cl)cc1 | 104 | 77 | 90 | 91 | 80 | 97 | 87 | 106
CCCCSc1nc(NCCc2c[nH]c3ccccc23)c(C#N)c(-c2ccc(F)cc2)n1 | 72 | 61 | 73 | 36 | 91 | 98 | 38 | 81
CC(CO)N1CCCCCC1 (configuration not stated) | 114 | 95 | 99 | / | 90 | 97 | 99 | 103
CCN(CC)CCCC(C)Nc1c2ccccc2nc2c(Cl)cccc12 (configuration not stated) | 64 | 79 | 62 | 50 | 99 | 75 | 87 | 97
OCC[C@@H]1C[C@@H]1c1cccs1 | 100 | 97 | 107 | 94 | 107 | / | 101 | 103
NS(=O)(=O)c1ccc(CCn2c(-c3ccc(C(=O)O)cc3)nc(-c3ccccc3)c2-c2ccccc2)cc1 | 104 | 94 | 99 | 102 | 98 | 105 | 99 | 102
N[C@@H]1[C@@H](O)[C@H](O)[C@@H](CO)O[C@H]1O | 95 | 104 | 104 | 102 | 116 | 106 | 105 | 111
COc1cc(C(=O)/C=C/c2cc(-c3cc(OC)c(OC)c(OC)c3)n[nH]2)cc(OC)c1OC | 4.4* | 51 | -52* | -63* | -56* | -1.5* | 21 | -59*
O=C(Nc1ccc(F)cc1)c1ccccc1 | 106 | 91 | 97 | 105 | 99 | 107 | 101 | 101
O=C(c1ccc(-n2c(=O)[nH]c3ccccc3c2=O)cc1)N1c2ccccc2Sc2ccccc21 | 79 | 58 | 90 | 98 | 90 | 113 | 81 | 100
CC1=CC(O)(c2ccccn2)P(=O)(c2ccccc2)C=C1C (configuration not stated) | 111 | 104 | 106 | 104 | 121 | / | 103 | 120
O=[N+]([O-])c1ccc(N2CCCC2)cc1 | 116 | 92 | 101 | 99 | 98 | 81 | 95 | 97
CCOC(=O)c1cccc2nc3n(c12)CCC3 | 117 | 105 | 115 | 98 | / | 107 | 115 | 112
CC1(C2CC2)NC(=O)NC1=O (configuration not stated) | 108 | 105 | 108 | 110 | 92 | 102 | 108 | 99
O=[N+]([O-])c1ccc(NS(=O)(=O)c2ccc(Br)cc2)cc1 | 85 | 36 | 66 | 82 | 43 | 61 | 42 | 98
CCCCCC(=O)Oc1ccc(/C(CC)=C(/c2ccccc2)c2ccc(OCCN(CC)CC)cc2)cc1 | 97 | 92 | 88 | 85 | 85 | 93 | 89 | 89
CCOC(=O)C(CCC(=O)OC)(CCC(=O)OC)C(=O)OCC | 125 | 107 | 100 | 105 | / | 116 | 109 | 107
CCc1[nH]nc(-c2n[nH]c(CC)c2C)c1C | 124 | 96 | 108 | 88 | 97 | 107 | 103 | 103
CCN(CC)CCC(C#N)c1ccccc1 (configuration not stated) | 109 | 98 | 105 | 97 | 93 | 114 | 100 | 106
CCN(CC)CCCC(C)Nc1c(C)cnc2cc(OC)ccc12 (configuration not stated) | 130 | 115 | 87 | 90 | 129 | 121 | 105 | 116

7 records picked at random from the list so far:
SMILES | SK-MEL-2 | UACC-62 | MDA-MB-435 | LOX IMVI | MALME-3M | UACC-257 | SK-MEL-5 | SK-MEL-28
Cc1ccc(S(=O)(=O)Nc2ccc(C3=NNC(c4cccc(C)c4)C3)cc2)cc1 (configuration not stated) | 100 | 85 | 101 | / | 95 | 101 | 98 | 99
[O-]/[N+](=C\c1ccc(-n2cc(Cc3cc(Cc4cn(-c5ccc(/C=[N+](/[O-])c6ccccc6)cc5)nn4)c(Cc4cn(-c5ccc(/C=[N+](\[O-])c6ccccc6)cc5)nn4)cc3Cc3cn(-c4ccc(/C=[N+](/[O-])c5ccccc5)cc4)nn3)nn2)cc1)c1ccccc1 | 101 | 99 | 104 | 91 | 115 | 113 | 101 | 107
Cc1ccccc1C(=O)Oc1ccc(Br)cc1 | 103 | / | 106 | 103 | 106 | / | 106 | 110
COc1ccc(-c2[nH]ncc2Nc2cc(OC)c(OC)c(OC)c2)cc1 | 66 | 27 | -12* | 46 | 44 | 67 | -11* | 67
CN1CCN(CCNc2nc(-c3cccc(NS(=O)(=O)c4cccc5c(N(C)C)cccc45)c3)cs2)CC1 | 103 | 66 | 66 | 38 | 44 | 54 | 12 | 40
N#CC1CCN(c2ncnc3c2ncn3Cc2nnc3c4ccccc4c(Cl)nn23)CC1 | 59 | 65 | 91 | 78 | 83 | 80 | 85 | 102
CCCCSc1nc(NCCc2c[nH]c3ccccc23)c(C#N)c(-c2ccc(F)cc2)n1 | 72 | 61 | 73 | 36 | 91 | 98 | 38 | 81

Screening data (PubChem)
